# Growth percent in the NCI-60 one-dose screen (48 h, 10 µM unless noted): 100 = growth as untreated, 0 = no growth, -100 = all killed.
# HL-60(TB) – HL-60(TB) leukemia cells; 78,000 compounds, 9% hits; AID 1794776; active = growth percent below 10
# An asterisk follows results filed as active; & = joins results of further samples; ! = not active in a repeat. Not all compounds are listed. The share of hits here may be higher or lower than overall.
SMILES,HL-60(TB)
CCOC(=O)c1cc(=O)[nH]c(O)c1N=Nc1ccccc1,85.0
O=C(O)C#Cc1ccc(Cl)cc1,94.1
CCC[C@H](C[C@H](CO)OC)c1ccc2ccccc2c1,109.3
O=C1c2cc3c(cc2-c2c1c1ccc(Cl)cc1c(=O)n2CCCn1ccnc1)OCO3,-29.1*
C[C@]12C[C@@H](CO)[C@H](O)C[C@@H]1CC[C@@H]1[C@@H]2CC[C@]2(C)[C@@H](O)CC[C@@H]12,71.0
Cn1c(=O)c2c(nc(C3CCCCC3)n2C)n(C)c1=O,109.1
CCSc1nc2c(c(=O)n(C)c(=O)n2C)n1C,66.6
COc1ccc(/C=C/C(=O)OCCN2CCOCC2)cc1,105.6
COc1cc(NC(=O)CCSc2nc3ccc(Cl)cc3c(=O)n2-c2ccc(F)cc2)cc(OC)c1OC,109.1
CC(C)(C)OC(=O)NCc1ccc(CNc2c([N+](=O)[O-])cnc3ccccc23)cc1,49.1
CCN(CC)C(=O)c1cccnc1,93.8
c1ccc(CC[n+]2ccccc2)cc1,66.3
CC1Cc2cc(Br)ccc2-n2cccc21 (stereo not drawn),115.6
Cc1c2ccccc2c(C)c2c1ccc1ccccc12,69.9
Cc1ccc2nc(Sc3ncccc3C(=O)O)n(-c3ccccc3)c(=O)c2c1,116.5
CCC(=O)OC1=C(C)SC2=NC(c3ccc(Cl)cc3)=CC(c3ccc(Cl)cc3)N21 (stereo not drawn),116.7
Nc1nc(SCc2ccc(Br)cc2)c2ncn(C3OC(CO)C(O)C3O)c2n1 (stereo not drawn),122.7
O=C1N(O)C2(C=CCCC2)/C(=N/O)C12CCCCC2 (stereo not drawn),122.5
N#[N+]c1c(C(=O)O)[nH]c(=O)[nH]c1=O,108.7
Cc1cnc(C(=O)NCCc2ccc(S(=O)(=O)NC(=O)NC3CCCCC3)cc2)cn1,105.2&107.9
C=CCOC1OC(CO[Si](C)(C)C(C)(C)C)C(OCc2ccccc2)C(OCc2ccccc2)C1OCc1ccccc1 (stereo not drawn),95.4
S=c1nc[nH]c2c1ncn2C1CCCC1,145.1
CCOC(=O)CC1CSC(N/N=C/c2ccc(N(C)C)cc2)=N1 (stereo not drawn),98.4
COc1ccc2cc([C@H](C)CO)ccc2c1,114.9
N#Cc1c(-c2cccs2)cc(-c2cnccn2)nc1SCC(=O)N/N=C/c1ccc(Cl)cc1,109.5
Nc1c(C(=O)Nc2ccc(Cl)cc2)sc2nc(-c3cnccn3)cc(-c3cccs3)c12,58.3
O=C1[C@@H]2Cc3c([nH]c4ccccc34)[C@H](c3c(Cl)cccc3Cl)N2C(=O)CN1C1CCN(CC2CCCCC2)CC1,-25.1*
COC1OC2COC(c3ccccc3)OC2C2OC(c3ccccc3)OC12 (stereo not drawn),101.9
CC1(C)C(C(=O)c2cn(CCCCO)c3ccccc23)C1(C)C,79.9
C=C(C)[C@H]1CC/C(C)=C/CC[C@@]2(C)O[C@@H]2CC/C(COC(C)=O)=C\[C@@H]1OC(C)=O,72.5
CC1CC(=O)OC(C)(C)C1 (stereo not drawn),112.7
O=C(c1ccccc1)N1N=C(c2ccccc2)CC1c1nnc2n(Cc3ccccc3)c(=O)c3c4c(sc3n12)CCCC4 (stereo not drawn),97.7
CSc1nc2[nH]c(=O)[nH]c(=S)c2[nH]1,101.9
O=C(Nc1cccc(NC(=O)c2ccc(CCl)cc2)c1)c1ccc(CCl)cc1,57.5
COc1ccc2[nH]cc(-c3csc(-c4ccc5ccccc5c4)n3)c2c1,85.1
COc1ccccc1NC(=O)c1ccc(/C=C/C(=O)c2nccn2C)cc1,-9.5*
O=C(O)c1ccc(S)cc1,100.6
Cc1cc(C)nc(NS(=O)(=O)c2ccc(Nc3nc(C)c4c(=O)[nH]c(Nc5cccc(Cl)c5)nc4n3)cc2)n1,78.4
Cc1ccccc1OCc1cccc(Cl)c1,100.0
CCOC(=O)C(C)(C)O,93.4
COc1cc2c(cc1OC)[C@@]13CCN4C=C5[C@H](C(F)(F)F)CO[C@H]6CC(=O)N2[C@H]1[C@H]6[C@H]5C[C@H]43,100.6
COC(=S)SCc1cc(=O)oc2ccc(C)cc12,77.5
Cc1c(C)c2ccc(OCc3nnc(Nc4ccccc4)s3)cc2oc1=O,80.6
OC(O)C(F)(F)F,95.4
Cc1ccc(S(=O)(=O)OCC(COS(=O)(=O)c2ccc(C)cc2)(COS(=O)(=O)c2ccc(C)cc2)COS(=O)(=O)c2ccc(C)cc2)cc1,99.3
O=c1cc(-c2nccc3c2[nH]c2ccccc23)c2cc(Cl)ccc2o1,0.7*
COc1ccc(-c2cc(-c3cccnc3)nc3sc4c(N)ncnc4c23)cc1OC,149.4
CC1CNC(=S)N(c2ccccc2)C1=O (stereo not drawn),86.9
CC(C)CCSc1nc(NNC(N)=O)c(C#N)c(-c2ccccc2)n1,99.8
COc1ccc(-c2nc(C(=O)Nc3ccccc3OC)nn2-c2cccc3ccccc23)cc1,67.9
COc1ccc(NC(=O)Nc2ccc(NC(C)=O)cc2)c(OC)c1,102.2
CCOC(=O)c1nn(C2CCCCO2)c2ccc(NS(=O)(=O)c3ccc(C)cc3)cc12 (stereo not drawn),97.6
CCN(CC)C(=S)SSC(=S)N(CC)CC,73.7
Oc1ccc(-c2nnc(SCc3ccc(O)c4ncccc34)o2)cc1,5.8*
CCC(C)C1C(=O)N(S(=O)(=O)c2ccc(NC(C)=O)cc2)C=CN1S(=O)(=O)c1ccc(C)cc1 (stereo not drawn),67.6
CC(C)CCCCCCCO[P+](=O)OCCCCCCCC(C)C,101.1
Cc1nc2ccccc2n1C(=O)C[C@@H]1NC(=O)NC1=O,102.9
CCc1ccccc1-n1c(=O)c(C#N)c(-c2ccc(O)cc2)c2c(=N)n(-c3ccc(OC)cc3)cnc21,97.9
CC(=O)Nc1ccc(F)cc1F,106.4
Cc1nc2ccccc2c(/C=C/c2ccccc2)c1C(=O)/C=C/c1ccccc1,23.1

# The results go on.
SMILES,HL-60(TB)
N#Cc1ccc(C(=O)CSc2nc(Nc3cccc(S(N)(=O)=O)c3)c3ccccc3n2)cc1,72.4
CC(=O)Oc1cc(C(=O)O)cc(OC(C)=O)c1OC(C)=O,88.2&108.0
COc1ccc(OC)c(-c2cc(-c3ccc(Cl)cc3)c(C#N)c(N)n2)c1,99.3
COc1ccc2oc(=O)cc(C3C(C#N)=C(N)Oc4c3c(=O)oc3ccccc43)c2c1 (stereo not drawn),100.8
Br/C(=N\Nc1nn[nH]n1)c1ccccc1,103.3
O=C(O)COc1c(F)cc(F)cc1Cl,95.6
O=C(O)/C=C\C(=O)NNc1ccccc1,22.0
O=C1CN(/N=C\c2ccc([N+](=O)[O-])o2)C(=O)N1,84.7
COc1ccc([C@H]2[C@H](C(=O)Nc3cccc(C)n3)c3ccccc3C(=O)N2c2ccc(Oc3ccccc3)cc2)cc1,88.4
C/C(=N\NC(=S)N1CCCCC1)c1ccccn1,-21.6*
NC(=O)OCc1ccccc1,128.3
C=C(C)[C@@H]1CC[C@]2(C(=O)O)CC[C@]3(C)[C@H](CC[C@@H]4[C@@]5(C)C[C@@H](CC#Cc6ccc(Cl)cc6)C(=O)C(C)(C)[C@@H]5CC[C@]43C)[C@@H]12,22.2
CSc1cccc(NC(=O)Nc2nc3c(C)cccc3s2)c1,85.8
O=C(O)[C@@H]1CCC(c2ccccc2)=N1,66.4
CCc1ccc(-c2nc(SCC(=O)NC3CCCCC3)n[nH]2)cc1,56.3
C[N+](C)=c1ccc2nc3c(cc(Nc4ccccc4)c4ccccc43)oc-2c1,25.8
COc1cc(OC)cc(-c2nn(CC(=O)N3CCCCC3)c3ncnc(N)c23)c1,102.0
COc1cccc(-c2nc3ccccc3n3cccc23)c1OC,98.4
CN(Cc1ccccn1)N=O,85.7
Cc1cc(S(N)(=O)=O)ccc1Cl,107.6
CCCN1CCN(c2ccccc2OC)CC1,88.1
C=C1C(=O)O[C@H]2[C@H]1CC/C(COC(=O)NCc1ccc(Cn3c(=O)sn(-c4ccccc4)c3=O)cc1)=C\CC[C@@]1(C)O[C@@H]21,-25.2*
Clc1cccc(NC2=NCCS2)c1,122.0
c1ccc(C2CC(c3cccc(Nc4ccncc4)c3)=NN2c2ccccc2)cc1 (stereo not drawn),-8.9*
Nc1ccc(NCc2nc3sc4c(c3c(=O)[nH]2)CCCC4)cc1,81.8
COc1ccc(CC(=O)Cc2ccc(OC)c(OC)c2)cc1OC,94.3
C[C@H]1C[C@@H](n2cnc3c(N)nccc32)[C@H](O)[C@@H]1O,80.5
c1ccc2cc3nc4cc5ccccc5cc4nc3cc2c1,90.5
CCC1(C)CCC(C)c2cc(C(C)=O)c(C)cc21 (stereo not drawn),87.4
CCOC(=O)c1c(Nc2ccccc2)nn2c(-c3ccc(OC)c(OC)c3)ccnc12,43.3
CC(C)(C)c1ccc(S(=O)(=O)Oc2ccc(NC(=O)C3CCCCC3)cc2)cc1,59.3
Clc1ccccc1/C=N\Nc1ccccn1,98.1
CCOC(=O)Nc1c(N)n(C)c(=O)n(C)c1=O,106.2
COc1cc2nc(-c3ccc(Cl)cc3)cc(OCCCN3CCCCC3)c2cc1OC,29.6
c1ccc(COc2nc(N3CCOCC3)nc3cc(NCc4cccnc4)ccc23)cc1,59.8
N=C(N)c1ccc(-c2ccc(-c3cc(Cl)cc(Cl)c3)s2)cc1,-57.6*
COc1cc(-c2c(-c3ccccc3)noc2C(=O)Nc2ccc(Br)cc2)c(OC)c2c1OCO2,94.5
[O-][n+]1c2ccccc2[n+]([O-])c2c3ccccc3[nH]c21,100.2
Cc1cc(S(=O)(=O)O)c(N)cc1N,58.9
CC(=O)c1cc(C(=O)c2ccccc2)n2c1ccc1ccccc12,94.7
FC(F)(F)c1nc2nccnc2[nH]1,89.4
Nc1cccc(OCCOc2cccc([N+](=O)[O-])c2)c1,78.0
C=C1C(=O)O[C@H]2[C@H]1CC/C(CNC(=O)/C=C/c1ccccc1F)=C\CC[C@@]1(C)O[C@@H]21,-31.9*
FC(F)(F)c1cccc(Nc2nc3ccccc3nc2Nc2cccc(C(F)(F)F)c2)c1,-48.9*
CCCSc1nc(NC2CC2)c(C#N)c(-c2ccc(OC)cc2)n1,81.0
COc1ccc2c(c1)OS(=O)(=O)NC2c1nnc(-c2ccccc2)o1 (stereo not drawn),99.2
Cc1c(C2(c3cc(C(C)C)c(O)c(Br)c3C)OS(=O)(=O)c3ccccc32)cc(C(C)C)c(O)c1Br,85.5
C#CCOc1ccc(/C=N/Nc2nc(-c3ccc(Cl)cc3)cs2)cc1OC,20.1
CCN(CC)C(=O)c1ccc[n+](CCC(N)=O)c1,89.6
CCN(CC)CCCNc1cc(OC)cc2nc3cc(Cl)ccc3nc12,-9.1*
COc1ccc(-c2nnc(CNc3ccccn3)o2)cc1,98.5
O=[N+]([O-])c1ccc(S(=O)Cc2ccccc2)c([N+](=O)[O-])c1 (stereo not drawn),-7.5*!
O=c1oc(-c2ccc(Cl)cc2)nc2cc(Cl)ccc12,98.5
COc1ccc2c(c1)c(=O)c(C(=O)O)cn2CCCOc1ccc([N+](=O)[O-])cc1,104.7
CC(=O)O[C@H]1CC[C@@]2(C)C(=CC[C@H]3[C@@H]4CC[C@H](C(C)C(=O)N(CCCl)CCCl)[C@@]4(C)CC[C@@H]32)C1 (stereo partly drawn),67.1
CSc1ccc(NC(=O)c2ccc(C(=N)N)cc2)cc1,102.4
CCCCCCCCNC(=O)CCCCC(=O)NCCCCCCCC,116.7
O=C(Nc1ccc2[nH]c(=S)sc2c1)Nc1ccccc1F,94.2
Cc1nc2ccccc2nc1SCc1n[nH]c(=S)o1,97.3
COc1ccc(-c2nc3ccccc3n2CC(=O)N=Nc2c(O)[nH]c3ccc(Br)cc23)cc1,45.2

# Next section.
SMILES,HL-60(TB)
C=C(C)CN1C(=O)C(C)S/C1=N/N=C1/SCC(=O)N1C (stereo not drawn),100.5
Cc1sc2ncn3nc(CC#N)nc3c2c1C,102.1
c1cc(N2CCOCC2)nc(NCCNc2nc(N3CCOCC3)nc(N3CCOCC3)n2)n1,84.9
CC1=NN(c2ccccc2)C(=O)C1N=Nc1ccc(S(=O)(=O)Nc2cc(C)nc(C)n2)cc1 (stereo not drawn),89.7
O=C1CSC(=S)N1CCc1ccc(O)cc1,92.0
COc1ccc2nc([C@H]3C[C@@H]3c3cc(OC)c4c(c3)OCO4)[nH]c2c1,92.6
COc1cc(C2SCC(=O)N2NC(=O)CCC(=O)c2nc3ncccc3[nH]2)cc(OC)c1OC (stereo not drawn),101.3
COC(=O)CC[C@@H](C)[C@H]1CC[C@H]2[C@@H]3CC[C@@H]4C[C@]5(CC[C@]4(C)[C@H]3C[C@H](OC(C)=O)[C@]12C)OO[C@@](C)(C(F)(F)F)O5,45.0
N#Cc1c(-c2cccs2)cc(-c2ccc(Br)s2)[nH]c1=O,100.7
C=CC(=O)Nc1cccc(-c2nc(SC)nc(Nc3cccc(OC)c3)c2C#N)c1,42.2
Cc1cc2c3c(c1)c(=O)cc(-c1ccccc1)n3C(C)C2 (stereo not drawn),108.4
O=C(O)c1ccc(OCCOc2ccc([N+](=O)[O-])cc2)c(Cl)c1,101.5
CCNC(=O)c1[nH]cc(-c2ccccc2)c1-c1ccccc1O,94.1
O=C1C(c2c[nH]c3ccccc23)=C(c2c[nH]c3ncccc23)C(=O)N1O,81.4
